TNF death inh = inhibitors of TNF-alpha triggered necroptosis, primary screen, cell-based, Jurkat FADD-/-, single concentration | Jurkat FADD-/- TNF necroptosis rescue, ATP luminescence, 24 h; 0 = TNF only, 100 = no-TNF cells | activation (protection from cell death), % at 10 µM | hit rate 0.068% among 220,000;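 active means activation, meaning protection from cell death, of at least 50% relative to plate controls; inactive means activation below 50%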;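 further: necroptosis triggered by 40 ng/mL TNF-alpha added together with compound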
TRPN1 ag = zebrafish TRPN1 channel agonists, primary screen, cell-based, HEK293, calcium fluorescence; HEK293 zebrafish TRPN1-YFP, Fluo-8 calcium fluorescence; 100% = response to 87 µM carbachol; activation, % at 3 µM; hit rate 0.18% among 220,000;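 active means activation above its plate's cutoff, the mean activation of test wells on that plate plus 3 SD, cut at about 19% in these data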;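 further: 0% = DMSO alone and 100% = 87 µM carbachol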
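Control set: carbachol 87 µM as high control, DMSO as low control; system: HEK293 stable line with zebrafish TRPN1-YFP; read-out: % activation versus carbachol response; detection: intracellular calcium fluorescence with Fluo-8; doses: single test compound dose, 3 µM nominal, 0.3% DMSO; schedule: dye 1 h 37 °C plus 30 min RT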
RBBP9 inhibitor = human RBBP9 inhibitors, primary screen, biochemical, fluorescence polarization, FP-Rh probe, HTS; Serine hydrolase RBBP9 (Homo sapiens), O75884; recombinant RBBP9; inhibition, % at 7.94 µM; hit rate 0.2% among 220,000; AID 1515, 2009;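 active means inhibition above the campaign mean of all tested compounds plus 3 SD, cut at about 14% in these data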;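 further: plate controls were DMSO wells with RBBP9 for no effect and wells lacking RBBP9 protein for full effect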
Target sequence (O75884 whole entry, looked up): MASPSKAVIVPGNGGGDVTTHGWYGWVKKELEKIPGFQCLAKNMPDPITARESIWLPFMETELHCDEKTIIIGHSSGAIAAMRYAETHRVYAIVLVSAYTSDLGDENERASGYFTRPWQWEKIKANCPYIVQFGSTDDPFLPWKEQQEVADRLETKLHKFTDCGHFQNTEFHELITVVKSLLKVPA
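Measured by – fluorescence polarization · Test system – RBBP9 protein · Input – 2.5 µM RBBP9 dispensing solution, before mixing · Measure – percent inhibition from mP, scaled between DMSO and no-protein wells · Benchmarks – DMSO-treated enzyme wells and wells lacking RBBP9 · Times – preincubation 30 min plus labeling 45 min at 25 °C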
Wee1 stabilizer = Wee1 degradation inhibitors, primary screen, cell-based, HeLa, Wee1K328M-luciferase, luminescence | reporter increase, % at 5 µM | HeLa Luc-Wee1K328M stability; 100% = proteasome inhibitor MG132 effect | AID 1321, 2008 | Wee1-like protein kinase (Homo sapiens), P30291 | hit rate 1.2% among 220,000;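 active means activation above the mean of all tested compounds plus 3 SD, set per screening run, cut at about 8.8% in these data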;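 further: cells exposed to compound for 20 h before luminescence read; 0% = DMSO alone and 100% = MG132 at 30 µM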
CHOP inhibitor = inhibitors of CHOP promoter induction, primary screen, cell-based, unfolded protein response, luciferase reporter | CHO-K1 CHOP-promoter luciferase, tunicamycin-induced, 15-18 h | inhibition, % at 10 µM | hit rate 3.8% among 220,000 | AID 2732, 2010;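 active means compounds that reduced the stress-induced luciferase reporter signal by more than about 70% of percent inhibition, limit read from the data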;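 further: 0% = tunicamycin plus vehicle and 100% = wells without tunicamycin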
PPC-1+TRAIL kill = compounds killing PPC-1 cancer cells with TRAIL present, primary screen, TRAIL potentiator project, ATPLite luminescence, uHTS | PPC-1 cells + TRAIL, ATPLite viability luminescence | cell killing (% activity), % at 4 µM | hit rate 0.41% among 220,000;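 active means cell killing above 50% in the first pass at 4 µM, then a duplicate retest at 5 µM averaging 50% or more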;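 further: plate controls were cells with TRAIL plus DMSO for no effect and medium-only wells lacking cells for full effect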
TRPML3 ag = human TRPML3 channel agonists, primary screen, cell-based, HEK293 TRPML3-YFP, Fluo-8 calcium fluorescence, 3 µM; AID 1448, 2008; activation, % at 3 µM; Mucolipin-3 (Homo sapiens), Q8TDD5; 100% = the carbachol control signal; hit rate 0.29% among 220,000;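 active means activation above its plate's cutoff, the mean activation of the plate's test wells plus 3 SD, cut at about 12% in these data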;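 further: 0% = DMSO only wells and 100% = carbachol wells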
Target sequence (Q8TDD5 whole entry, looked up): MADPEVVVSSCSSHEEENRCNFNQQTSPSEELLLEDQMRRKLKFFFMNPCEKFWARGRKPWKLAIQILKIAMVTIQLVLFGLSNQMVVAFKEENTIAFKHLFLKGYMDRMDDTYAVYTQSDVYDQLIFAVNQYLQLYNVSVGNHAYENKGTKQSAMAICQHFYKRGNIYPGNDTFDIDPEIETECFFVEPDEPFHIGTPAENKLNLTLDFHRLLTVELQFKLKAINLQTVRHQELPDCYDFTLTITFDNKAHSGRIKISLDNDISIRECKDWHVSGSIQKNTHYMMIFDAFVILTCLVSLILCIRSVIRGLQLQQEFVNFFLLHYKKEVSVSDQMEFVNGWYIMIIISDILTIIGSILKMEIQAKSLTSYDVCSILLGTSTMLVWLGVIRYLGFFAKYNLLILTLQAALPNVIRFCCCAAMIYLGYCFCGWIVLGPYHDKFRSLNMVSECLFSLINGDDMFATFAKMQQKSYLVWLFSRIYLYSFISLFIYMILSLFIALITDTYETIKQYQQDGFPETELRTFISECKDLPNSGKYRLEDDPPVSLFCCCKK
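Material: TRPML3-YFP stable HEK293 cells | Dosing: One concentration, 3 µM nominal, 0.3% DMSO | Timing: 125 s total fluorescence read per well | Technique: Fluo-8 calcium dye fluorescence, ex 470-495, em 515-575 nm | Measure: Percent activation from peak-to-basal fluorescence ratio, scaled between DMSO and carbachol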
Ba/F3 V617F tox = reduced viability of JAK2V617F-dependent Ba/F3 cells, primary screen, JAK2V617F inhibitor project, cell-based, Ba/F3 EpoR-JAK2V617F, luminescence. AID 1446, 2008. inhibition, % at 5.6 µM. ATP luminescence. hit rate 1.1% among 220,000;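 active means inhibition above the campaign mean plus 3 SD over all tested compounds, cut at about 24% in these data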;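 further: cytokine-independent growth of Ba/F3 cells driven by EpoR plus mutant JAK2; 0% = DMSO-treated cells and 100% = JAK inhibitor I control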
BaF3 parental = parental Ba/F3 cell viability inhibition, counter-screen for JAK2V617F inhibitor project, murine pro-B, CellTiter-Glo luminescence. CellTiter-Glo ATP luminescence. inhibition, % at 5.6 µM. hit rate 1.1% among 220,000. AID 1486, 2009;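 active means inhibition above a per-campaign cutoff, the mean inhibition of all tested compounds plus 3 SD, cut at about 27% in these data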;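 further: 0% = DMSO wells and 100% = JAK Inhibitor I control wells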
An asterisk follows results filed as active; · = not tested or not shown.

SMILES	TNF death inh	TRPN1 ag	RBBP9 inhibitor	Wee1 stabilizer	CHOP inhibitor	PPC-1+TRAIL kill	TRPML3 ag	Ba/F3 V617F tox	BaF3 parental
Cc1ccc(/C=C/c2ccc(=O)n(Cc3ccc(F)cc3)n2)cc1	-0.3	0.6	-2	1	79*	9	0.2	2	7
CC(C)CNC(=O)C(=O)NCc1ccccn1	0.2	0.0	-4	-1	7	26	0.1	-2	-4
Cc1cc(-c2nc(C)c(-c3nnc(SCC(=O)Nc4ccccc4)n3C)s2)no1	5.0	0.6	-6	0	5	21	0.7	0	4
CCOC(=O)c1nnn(-c2nonc2N)c1CN(CC)CC	-2.6	0.5	-9	1	3	7	0.7	0	3
COc1ccccc1NS(=O)(=O)c1cc([N+](=O)[O-])ccc1N/N=C/c1c(C)[nH]c2ccccc12	-3.3	0.8	9	-2	84*	11	1.2	-3	2
Cc1ccc(NC2=NCC(=O)N2c2ccc3c(c2)OCCO3)c(C)c1	-0.9	0.4	-3	-2	8	-10	-0.5	-2	0
COC(=O)CCCC(=O)Nc1ccc(Cl)c(Cl)c1	3.6	1.4	-1	2	58	12	0.9	-3	-2
Cc1ccc(Nc2nc(NCCCN3CCOCC3)nc(N)c2[N+](=O)[O-])cc1C	2.7	1.2	-5	-2	9	20	0.0	1	6
CN(C)S(=O)(=O)c1ccc(-c2csc(N/N=C/c3ccc(O)cc3)n2)cc1	-12	6.9	3	-1	18	-4	1.8	45*	13
Cc1cc(C)cc(OCC(=O)N/N=C/c2ccncc2)c1	0.8	0.4	-7	-2	34	5	0.3	-2	4
COc1ccccc1CN1C2CCCC1CC(NC(=O)/C=C/c1ccccc1)C2 (stereo not given)	3.7	-1.2	-1	3	6	13	-0.7	-4	5
O=C(NNC(=O)c1ccccc1F)c1cccc(Cl)c1	-1.9	1.3	-2	1	8	0	0.2	-2	4
CCCOc1ccc(N2C(=O)CC(N(CCOC34CC5CC(CC(C5)C3)C4)C(C)=O)C2=O)cc1 (stereo not given)	-0.4	1.6	-4	-3	11	12	-0.7	3	4
CCOC(=O)C1(CCOc2ccccc2)CCN(Cc2ccc(COC)o2)CC1	-0.9	3.3	0	1	-6	19	2.8	5	10
CC(=O)Nc1ccc(Nc2ncc([N+](=O)[O-])c(Nc3ccc(NC(C)=O)cc3)n2)cc1	-11	-0.7	-7	-1	24	-1	-0.3	0	3
CC(C)(C)NC(=O)C(c1ccccc1F)N(Cc1ccco1)C(=O)c1csnn1 (stereo not given)	0.3	-0.2	0	1	20	-11	0.4	-1	1
Cc1ccc(C)n1NC(=O)c1ccc([N+](=O)[O-])cc1	0.9	0.3	1	-1	-8	11	0.8	-1	4
CN=C(Nc1ccc(Cl)cc1)c1cccc(C(F)(F)F)c1	-1.3	0.0	-8	3	50	20	0.8	1	5
CCn1c2ccccc2c2cc(NC(=O)COc3ccccc3OC)ccc21	-3.5	0.4	2	2	6	7	-0.1	4	10
CCN(CC)C(=O)Cn1c(=O)n(-c2ccccc2)c(=O)n1CC(=O)N(CC)CC	0.0	0.5	-7	-1	-10	14	0.2	-1	3
O=c1c2cc3c(cc2[nH]c(=S)n1CCN1CCOCC1)OCO3	-3.3	0.9	5	-1	7	17	0.7	-6	-1
CCN(CC)C(=S)Nc1ccc(OC)cc1	1.7	0.8	-8	6	-3	18	0.8	-4	1
Cc1ccc(C)c(-n2c(SCC(=O)N3CCCC3)nnc2-c2ccccn2)c1	-1.7	1.0	3	-2	-2	14	0.1	-1	3
COc1ccc(C(=O)Nc2ccc(NC(=O)C(C)C)nc2)cc1	2.0	0.0	4	2	-10	-1	-0.2	-7	0
COCc1ccc(CN2CCCC(CO)(Cc3cccc(OC)c3)C2)o1 (stereo not given)	2.2	-0.9	1	-3	-2	-2	0.5	3	0
COc1ccc(O)c(C(=O)CC(=O)c2ccccc2C)c1	-0.7	-1.3	-7	8.9*	104*	24	-0.2	-2	6
O=C(Nc1nc2ccccc2s1)c1cc2c(s1)-c1ccccc1OC2	3.4	1.1	-8	0	22	-12	0.4	-4	-2
O=C1/C(=C/c2cccc(F)c2)CSc2sccc21	12	-1.4	-9	1	25	-5	-1.7	-2	0
CCN(CC)C(=O)N1CCN(S(=O)(=O)c2ccccc2)CC1	0.5	-0.1	-2	0	6	11	0.9	2	2
C#CCn1c(=NC(=O)c2ccc(Br)s2)sc2cccc(OC)c21	1.3	-1.1	-1	-2	50	3	0.4	0	3
Cc1cc(C)c(C)c(S(=O)(=O)Nc2ccc(O)cc2)c1C	-3.5	1.1	-6	0	44	9	1.0	1	5
Cn1c(SCC#N)nnc1-c1cccnc1	0.2	2.2	-6	-3	2	13	1.1	-1	5
COCCn1c(SCC(=O)Nc2ccc3[nH]c(=O)[nH]c3c2)nc2ccccc2c1=O	-2.3	-0.7	-6	-2	0	2	-0.3	-3	-6
O=C(COC(=O)c1ccccc1NCc1ccco1)Nc1ccc2c(c1)OCO2	-3.5	-0.9	-10	1	29	8	-0.6	-1	7
COc1ccc(-c2csc(-c3[nH]cnc3N)n2)cc1	-0.9	-1.5	-5	-1	-1	12	1.4	3	9
CC(NC(=O)C(=O)NN=C1CCCCCCC1)c1ccccc1 (stereo not given)	6.1	-1.4	-10	-2	13	-7	-0.1	1	10
O=C(c1ccc(Cl)c(Cl)c1)N1CCC(=O)N(C(COCc2cccc(Cl)c2)Cc2ccccc2)CC1 (stereo not given)	1.3	0.2	-11	4	56	14	0.2	-1	4
Cc1ccccc1C(=O)NC1CCN(Cc2nnnn2Cc2ccc(F)cc2)CC1	3.2	0.3	-5	-4	17	23	0.6	-2	2
O=C(c1ccccc1)N(Cc1nc2ccccc2c(=O)[nH]1)C1CCCCC1	0.1	-0.1	2	-5	27	-9	-0.8	-2	11
C=CCn1c(NCc2ccccc2)nc2ccccc21	1.5	-0.3	-7	-3	-34	10	-0.8	-1	3
COc1ccc(/C=C/C(=O)O)cc1S(=O)(=O)NCc1ccccc1	1.2	-0.2	-6	-2	4	11	0.9	-4	1
O=C(c1cc(COc2c(F)cccc2F)on1)N1CCC(c2ccccc2Cl)C1 (stereo not given)	2.6	-0.8	-5	-3	-4	15	0.0	-2	0
CC(C)(C)C(=O)/C(=C\c1ccc([N+](=O)[O-])cc1)n1cncn1	-14	1.6	5	4	·	25	1.7	97*	90*
CCOC(=O)N/N=C(\C)c1ccccc1OC(F)F	2.5	0.5	-5	2	5	1	-0.2	-4	5
Cc1ccc(NC(=O)COC(=O)CNC(=O)c2ccc(Br)cc2)c(C)c1	0.3	-1.4	-2	14*	37	31	-0.1	2	7
Cc1c(/C=N/NC(N)=O)c2ccccn2c1C(=O)c1ccncc1	-11	1.2	-8	0	0	2	0.0	-2	0
Nc1cccc(Cl)c1N1CCOCC1	-0.1	0.5	2	-2	-4	20	0.6	1	1
COc1ccc(-c2c(N)nnc3c2[nH]c2ccccc23)cc1OC	1.2	0.8	1	-2	31	-5	0.5	2	1
COc1ccccc1NC(=S)N=Nc1c(O)[nH]c2ccc(Br)cc12	-9.0	0.6	-6	8	-20	8	0.2	-3	-3
COCCn1nnnc1C(c1cccc(OC)c1OC)N1CCN(C2CCCCC2)CC1 (stereo not given)	1.1	0.5	-10	3	-25	-2	0.6	-2	4
Other compounds follow.
SMILES	TNF death inh	TRPN1 ag	RBBP9 inhibitor	Wee1 stabilizer	CHOP inhibitor	PPC-1+TRAIL kill	TRPML3 ag	Ba/F3 V617F tox	BaF3 parental
Cc1cccc(C)c1NC(=S)N(CCN1CCCCCC1)Cc1ccco1	0.2	2.2	2	1	-4	-8	0.7	1	5
[O-]/C(=C(\C(=S)Nc1ccc(Cl)cc1)[n+]1ccccc1)c1ccc(OC(F)F)cc1	-0.5	1.5	-5	-1	16	8	0.0	-1	3
O=C(O)Cc1sc(-c2cccnc2)nc1-c1ccc(Br)cc1	0.9	-0.2	5	-2	15	13	0.7	6	9
CN(Cc1ccccc1)C(=O)c1cc2ccccc2o1	2.0	-1.2	8	-1	4	-8	-1.0	-4	2
O=C(N=NC(=O)c1ccco1)c1ccc2c(O)n(N3C(=O)c4ccccc4C3=O)c(O)c2c1	1.5	-0.1	-10	0	28	3	0.3	3	4
CCOc1ccc(-c2nnc(Nc3ccc(OC)c(C(=O)N4CCCCC4)c3)c3ccccc23)cc1	3.5	-2.8	-9	-3	24	-9	-0.4	6	9
O=C1CC(N2CCN(Cc3ccc4c(c3)OCO4)CC2)C(=O)N1c1cccc(Cl)c1 (stereo not given)	1.3	-0.2	-12	1	12	-9	0.5	1	3
Cc1c(C#N)c2ncn(Cc3ccccc3)c(=O)c2n1-c1ccccc1	-4.3	-1.1	-3	1	28	26	1.0	5	6
O=C(NNC(=S)NC(=O)c1cccs1)c1cccnc1	0.8	0.8	-9	-1	-1	11	0.7	-6	0
CC(=NC(C)C)C1=C(O)C(C)OC1=O (stereo not given)	0.7	-0.9	-17	0	-18	18	0.5	1	7
Cc1cc(C)c(OCCN(C)Cc2ccccc2)c(Br)c1	0.9	1.3	-3	1	-10	12	0.8	2	9
Cc1oc(-c2ccc(Cl)cc2)nc1CN1CCCC(C(=O)NCCCN2CCCC2=O)C1 (stereo not given)	-3.3	0.5	-13	0	42	7	0.7	-6	0

Random excerpt: 4 entries already listed, in no set order.
SMILES	TNF death inh	TRPN1 ag	RBBP9 inhibitor	Wee1 stabilizer	CHOP inhibitor	PPC-1+TRAIL kill	TRPML3 ag	Ba/F3 V617F tox	BaF3 parental
CC(=NC(C)C)C1=C(O)C(C)OC1=O (stereo not given)	0.7	-0.9	-17	0	-18	18	0.5	1	7
O=C1CC(N2CCN(Cc3ccc4c(c3)OCO4)CC2)C(=O)N1c1cccc(Cl)c1 (stereo not given)	1.3	-0.2	-12	1	12	-9	0.5	1	3
Cc1oc(-c2ccc(Cl)cc2)nc1CN1CCCC(C(=O)NCCCN2CCCC2=O)C1 (stereo not given)	-3.3	0.5	-13	0	42	7	0.7	-6	0
O=C(N=NC(=O)c1ccco1)c1ccc2c(O)n(N3C(=O)c4ccccc4C3=O)c(O)c2c1	1.5	-0.1	-10	0	28	3	0.3	3	4
